Compound activity from PubChem.
HRas wt GTP = changes GTP binding to wildtype human HRas. P01112. GST-Ras wt beads, Bodipy-FL-GTP binding, flow cytometry; actives lie on both sides. GTP binding activity, % at 10 µM. 190,000 compounds, 0.14% hits. AID 759;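 active means GTP binding activity at least 20% away from the 100% baseline, either lowered as inhibitor or raised as activator; inconclusive means flagged as likely green fluorescent, judged across all proteins in the well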;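 further: 0% = unlabeled GTP competition control and 100% = no-compound control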
Target sequence (P01112 whole entry, looked up): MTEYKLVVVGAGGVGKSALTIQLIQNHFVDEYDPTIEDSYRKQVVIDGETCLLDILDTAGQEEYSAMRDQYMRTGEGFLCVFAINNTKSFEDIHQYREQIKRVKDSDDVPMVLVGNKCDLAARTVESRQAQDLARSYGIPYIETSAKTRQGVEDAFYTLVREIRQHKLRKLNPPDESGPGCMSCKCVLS
Bim-Bfl-1 = disrupts Bim binding to human Bfl-1 | 190,000 compounds, 0.12% hits | Q16548 | inhibition, % at 10 µM | AID 1008 | Bead-based flow cytometry, Bim-Bfl-1 binding inhibition;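 further: 0% = wells without compound plus tracer and 100% = blocker peptide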
Bcl-W Bim block = human Bim-Bcl-W interaction inhibition. Q92843. bead-based flow cytometry, Bim peptide-Bcl-W binding. inhibition, % at 10 µM. 190,000 compounds, 0.02% hits;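 further: 0% = bound tracer without compound and 100% = peptide blocker; higher means less fluorescent Bim peptide bound to Bcl-W beads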
Target sequence (Q92843 whole entry, looked up): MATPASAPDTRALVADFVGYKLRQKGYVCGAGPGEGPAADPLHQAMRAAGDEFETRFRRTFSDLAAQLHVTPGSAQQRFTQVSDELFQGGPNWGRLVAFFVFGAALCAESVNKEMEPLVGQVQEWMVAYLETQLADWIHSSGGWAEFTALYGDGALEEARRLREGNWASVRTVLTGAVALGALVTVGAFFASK
Bim-Bcl-B = disrupts Bim peptide binding to human Bcl-B; inhibition, % at 10 µM; bead-based flow cytometry; 190,000 compounds, 0.073% hits; AID 951;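 further: 0% = tracer peptide without compound and 100% = reference inhibitor peptide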
Bim-Bcl-XL = disrupts Bim peptide binding to human Bcl-XL. inhibition, % at 10 µM. bead flow cytometry, fluorescence. 190,000 compounds, 0.04% hits. Q07817. AID 1007
Target sequence (Q07817 whole entry, looked up): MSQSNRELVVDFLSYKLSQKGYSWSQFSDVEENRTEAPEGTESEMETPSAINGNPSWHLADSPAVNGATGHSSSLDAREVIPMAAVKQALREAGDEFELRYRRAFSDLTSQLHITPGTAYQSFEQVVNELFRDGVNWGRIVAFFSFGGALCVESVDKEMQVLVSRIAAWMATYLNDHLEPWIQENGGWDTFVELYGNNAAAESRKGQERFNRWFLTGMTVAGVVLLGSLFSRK
Cdc42 wt = changes GTP binding to wildtype human Cdc42 | P60953 | GST-Cdc42 beads, Bodipy-GTP binding, flow cytometry; actives lie on both sides | percent activity (GTP binding), % at 10 µM | 190,000 compounds, 0.2% hits;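 active means percent activity GTP binding at least 20 points away from the 100% baseline, either down as inhibitor or up as activator; inconclusive means compound flagged as likely green fluorescent from well-wide comparison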;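 further: median bead fluorescence of bound Bodipy-FL-GTP at 100 nM; 0% = excess unlabeled GTP control and 100% = no compound control; below 100% means less GTP binding so inhibitor and above means activator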
Target sequence (P60953 whole entry, looked up): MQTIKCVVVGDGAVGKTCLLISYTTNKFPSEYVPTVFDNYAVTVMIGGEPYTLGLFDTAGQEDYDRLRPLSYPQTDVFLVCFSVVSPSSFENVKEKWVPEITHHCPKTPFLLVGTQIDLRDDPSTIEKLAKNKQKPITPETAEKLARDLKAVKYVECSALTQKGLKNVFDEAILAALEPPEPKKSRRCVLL
Bcl-2 Bim block = human Bim-Bcl-2 interaction inhibition; 190,000 compounds, 0.06% hits; Bead-based flow cytometry, Bim peptide-Bcl-2 binding; inhibition, % at 10 µM; P10415; in the data active means inhibition above about 40%; inconclusive means no clear call, values can overlap the other calls;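 further: 0% = no compound wells with probe peptide and 100% = reference peptide inhibitor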
Rac1 wt modul = alters GTP binding to wildtype human Rac1. P63000. GST-Rac1 beads, fluorescent GTP binding, flow cytometry; actives lie on both sides; 0 = cold GTP competed, 100 = untreated. GTP binding activity (% of control), % at 10 µM. 190,000 compounds, 0.27% hits;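 active means GTP binding activity at least 20 points away from the 100% control level, either lower or higher; inconclusive means compound flagged as likely green fluorescent, judged across all proteins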
Rab2 wt GTP = changes GTP binding to wildtype dog Rab2A, up or down; 190,000 compounds, 0.19% hits; GTP binding activity, % at 10 µM; P61105; AID 760; GST-Rab2 wt beads, Bodipy-GTP binding, flow cytometry;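 active means GTP binding activity at least 20 points away from 100%, either lowered or raised; inconclusive means signal likely due to the compound's own green fluorescence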;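 further: 0% = beads with excess unlabeled GTP and 100% = no-compound control corrected for plate trend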
Rac1 mut GTP = alters GTP binding to activated mutant human Rac1; P63000; 190,000 compounds, 0.11% hits; GST-Rac1 activated beads, fluorescent GTP binding, flow cytometry; actives lie on both sides; 100% means binding = to untreated wells; percent activity (GTP binding), % at 10 µM;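 active means GTP binding at least 20 percentage points away from the 100% baseline, in either direction, so actives lie on both sides; inconclusive means Compound likely fluorescent itself, or too few beads counted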
Rab7 wt GTP bind = modulators of GTP binding to dog Rab7 wildtype GTPase | GST-Rab7 beads, fluorescent GTP binding, flow cytometry; actives lie on both sides; untreated = 100%, excess cold GTP = 0% | GTP binding activity (percent of control), % at 10 µM | 190,000 compounds, 0.055% hits;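 active means fluorescent GTP binding to Rab7 beads changed by at least 20 points from the 100% baseline, either direction, mostly lower; inconclusive means compound itself probably fluorescent, or too few beads counted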;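 further: median green fluorescence of bound Bodipy-FL-GTP per Rab7 bead population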
* marks the source's active call; other numbers are inactive results; ? = inconclusive; [ ] = dose if it differs, or a comment. Unless noted, no stated cut-off is given here; in the data, active means inhibition above about 40%.

Molecule	Bim-Bfl-1	Rac1 wt modul	HRas wt GTP	Bim-Bcl-B	Bcl-2 Bim block	Bim-Bcl-XL	Cdc42 wt	Rac1 mut GTP	Rab7 wt GTP bind	Rab2 wt GTP	Bcl-W Bim block
COc1ccc(NC(=O)CC2SC(N)=NC2=O)c([N+](=O)[O-])c1 (stereo not given)	-8	98	97	-6	-5	-4	97	96	105	97	-3
C/C=C/c1ccc(OCCCNCC(C)O)c(OC)c1 (stereo not given)	0	99	102	0	1	-2	99	97	102	97	-3
COc1ccc(S(=O)(=O)Nc2ccc(S(=O)(=O)Nc3nc(C)cc(C)n3)cc2)cc1OC	-7	98	97	-7	-8	1	96	92	98	96	0
O=C(CSc1nc2c(c(=O)n1-c1ccc(Br)cc1)SCC2)NCc1ccco1	-5	101	100	-5	-2	3	96	98	98	98	6
Cc1ccccc1Cn1nnc(C(=O)Nc2cccc(C)c2C)c1N	-4	95	97	-5	-5	-1	97	95	94	95	-5
Cc1cc(C(=O)N/N=C/c2cc(N=Nc3ccccc3)ccc2O)n[nH]1	-6	96	95	-4	-2	-4	96	97	99	96	-3
O=C(Nn1c(C2CCCCC2)nc2ccccc2c1=O)c1cc(Cl)ccc1[N+](=O)[O-]	-1	97	99	0	-2	-3	97	97	99	93	0
CCOc1ccccc1NC(=O)Cn1c(=O)oc2ccccc21	-4	102	99	-3	1	-2	99	94	104	97	1
C=CCn1c(C)cc(C2=NNC(=NCc3ccccc3)SC2)c1C	1	99	95	-3	-3	-4	100	95	95	98	-3
O=[N+]([O-])c1ccccc1/C=N\N1CCN(c2ccccc2)CC1	-6	97	95	-3	-3	-2	97	97	97	97	-1
CCOc1ccc(-c2nnc(SCC(=O)N(CC)CC)n2N)cc1	0	102	100	-2	-1	1	101	100	95	100	-1
COc1ccc(CCNC(=O)CSc2nc(C)cs2)cc1	-5	102	98	-7	-6	-9	99	99	99	97	-2
Cc1noc(C)c1S(=O)(=O)N1CCC(C(=O)N2CCN(c3ccc(Cl)cc3)CC2)CC1	-1	98	101	0	-4	0	103	97	100	101	0
O=C(O)c1oc2ccccc2c1CSCc1ccccc1	0	91	91	-5	0	-1	92	92	94	93	-3
COc1cc(C(=O)NC(=S)Nc2ccccc2[N+](=O)[O-])cc(OC)c1OC	-1	99	100	-3	0	0	94	95	104	98	2
O=C(Nc1cccc(S(=O)(=O)N2CCCC2)c1)c1cc(-c2ccccn2)nc2ccccc12	-4	99	97	-2	-2	-4	95	96	94	97	-2
Cc1nc(SCC(=O)Nc2ccc(C)c(F)c2)c2oc3ccccc3c2n1	-8	102	99	-3	5	5	99	99	97	99	3
Fc1ccc(N2CCN(C(c3cccs3)c3nnnn3C3CCCC3)CC2)cc1 (stereo not given)	-2	107	105	-4	-3	-1	109	104	104	105	-2
Cc1cc(OCC(=O)Nc2ccncc2)ccc1Br	-2	?	?	-1	-1	-5	?	?	?	?	-2
O=C(CCc1nc2ccccc2[nH]c1=O)OCC(=O)N1CCc2ccccc21	-14	130*[activator]	106	-11	-9	-5	114	106	103	107	-1
O=C(O)c1ccc2c(c1)CCC2	-3	94	94	0	0	-1	99	92	106	98	2
CCCS(=O)(=O)N1CCCC(C(=O)NCCCN(C)Cc2ccccc2)C1 (stereo not given)	-2	100	100	1	0	0	102	98	96	98	-1
O=C(O)CCC(NC(=O)OCc1ccccc1)C(=O)O (stereo not given)	-7	99	99	-2	0	-1	99	97	95	95	-1
CC1(C)CC2CC(C)(CN2C(=O)c2ccccc2)C1 (stereo not given)	-1	104	101	1	1	1	99	99	103	102	0
O=C(Nc1nnc(-c2cccnc2)o1)c1ccccc1Cl	4	90	91	3	-2	2	96	92	96	95	5
COc1ccc(C(=O)N(NC(=O)Oc2ccccc2)C(C)(C)C)cc1	-3	102	102	-4	-4	-8	98	101	100	102	-7
O=C(Cn1nc(Cc2cccnc2)c2ccccc2c1=O)NCc1ccc(F)cc1	-9	112	105	-5	-2	-4	107	103	102	104	2
COc1ccc(-c2cc(C(F)(F)F)nc(SCCC(=O)N3CCOCC3)n2)cc1	-1	103	100	5	0	0	101	98	102	100	0
COc1ccc(OCc2ccc(-c3nc4ccccc4c(=O)n3N)o2)cc1	-4	100	100	-2	-2	-1	101	99	95	96	-1
CC(C)OC(=O)CSc1nnc(-c2cnccn2)n1-c1ccc(Cl)cc1	-8	106	105	-11	-9	-7	104	100	104	105	1
Cc1ccnc(N2CCC(C(=O)Nc3nnc(C)s3)CC2)n1	-1	103	100	0	-1	-3	103	102	96	101	-3
O=C(c1c[nH]c(C(=O)C(Cl)(Cl)Cl)c1)c1ccccc1Cl	2	100	98	0	2	-2	101	97	97	98	0
CC1=C(OC(=O)c2ccccc2)C(C)(C)C(c2ccc(Br)cc2)OC1=O (stereo not given)	-10	103	100	-6	-8	-5	98	97	96	97	3
CCOc1ccc(Nc2ncnc3ccc([N+](=O)[O-])cc23)cc1	-10	96	93	-3	-3	-2	92	88	94	91	-2
O=C(NCC(=O)N(CCN1CCOCC1)C(C(=O)NC1CCCC1)c1ccccc1)c1cccs1 (stereo not given)	-6	96	92	0	-1	-1	95	97	93	95	3
CCOC(=O)CN1C(=O)C(C)(C)Oc2ccc(C(=O)NC(C)(C)CC)cc21	-8	107	102	-8	-10	-4	104	101	100	102	1
O=C(NCc1cccnc1)/C(=N\O)c1ccccc1	0	106	101	-4	-1	-2	104	103	100	100	0
COc1cccc(CN2CCNC(=O)C2CC(=O)NCc2cn3cccc(C)c3n2)c1OC (stereo not given)	-3	101	97	-4	0	-3	99	98	98	98	-1
O=C(Nc1ccc(F)cc1)N1CCN(c2nc3ccccc3s2)CC1	1	101	99	1	-1	-3	100	97	101	99	1
CC1CCCN(C(=O)c2ccc3c(=O)n(C4CCCC4)c(=S)[nH]c3c2)C1 (stereo not given)	5	94	94	-1	0	-4	90	93	99	95	-5
Nc1ccccc1C(=O)N1CCCC1	-3	99	96	-5	2	-1	100	100	101	100	-1
Cc1ccc2nc(/N=C(\N)NC(=O)N3c4ccccc4Sc4ccccc43)nc(C)c2c1	0	101	99	-2	2	-4	98	99	100	97	0
CS(=O)(=O)N(Cc1ccccc1)c1ccccn1	0	101	100	-2	-3	-3	101	98	99	98	-4
O=C(N/N=C/c1ccc(Br)s1)c1ccccc1[N+](=O)[O-]	-1	100	102	-1	0	0	105	102	98	106	0
CC(=O)Nc1ccc(S(=O)(=O)N2CCN(CC(O)COc3ccc4ccccc4c3)CC2)cc1 (stereo not given)	-13	103	100	-10	-10	-1	102	98	100	100	0
CN=c1sc(C(=O)Nc2ccccc2)c(C)n1C	-4	91	93	-2	-3	0	92	93	92	93	-2
Cc1cc(Cl)c(S(=O)(=O)NCc2ccccc2)cc1OCC(N)=O	-15	105	103	-10	-7	-9	103	100	102	103	0
O=C(NNc1nc2ccccc2s1)c1ccccc1F	-2	106	108	-1	-3	-3	109	103	112	109	-2
O=C(N/N=C/c1ccccc1O)/C(=C/c1ccccc1)CCO	-18	103	99	-10	-7	-10	99	101	99	100	-6
CCc1ccc(OCc2cnc(Cl)s2)cc1	-4	100	97	1	0	-2	96	95	103	97	-2
Cc1cccc2cc(CN(CCCO)C(=O)Nc3cccc(Cl)c3)c(=O)[nH]c12	-3	104	105	-7	-4	-1	106	101	99	107	0
O=C(CN1C(=O)c2ccccc2S1(=O)=O)N1CCc2ccccc21	-3	106	101	-1	-4	-3	102	99	103	101	-1
COc1nc(SC)nc(Cl)c1Cc1ccc(OC(C)C)cc1	0	98	98	-4	0	-4	100	95	93	95	-1
Cc1ccc2nsnc2c1NC(=O)c1cccc([N+](=O)[O-])c1	-17	102	100	-9	-9	-4	99	102	99	101	-3
CC(C)NC(=O)CSCc1c(Cl)cccc1Cl	-3	102	99	0	-3	-3	99	100	99	99	-2
CC/C=C/C(=O)N1CC2(CC(c3cccc(NC(=O)c4ccccc4)c3)=NO2)C[C@@H]1C(N)=O (stereo not given in full)	0	100	99	0	3	1	101	97	95	97	2
COc1ccc(-c2ccnc(-c3ccc(O)cc3)n2)cc1	-8	96	93	-1	-4	0	95	95	97	94	0
COCCCNC(=O)CCCn1c(=O)c2ccccc2n(Cc2cccc([N+](=O)[O-])c2)c1=O	-6	105	103	-4	0	-2	107	101	108	102	-6
O=C(N/N=C/c1cccc([N+](=O)[O-])c1)c1cccc(Br)c1	-3	97	96	-5	-3	-3	95	96	101	97	0
